HEK293 NFkB inh – inhibitors of PMA/ionomycin-induced NF-kB reporter, primary screen, antigen receptor NF-kB inhibitor project, cell-based, HEK-293 luciferase reporter, luminescence. actives 0.21% (n = 62,000). inhibition, % at 3 µM. AID 465, 2006. HEK-293 NF-kB luciferase reporter;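 active = inhibition above the mean of all tested compounds plus 3 SD, cut at about 40% in these data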;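 also: 0% = stimulated DMSO wells and 100% = 10 µM reference inhibitor 5653914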
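System: NF-kB luciferase reporter HEK-293 cells | Replication: Single test | Control set: DMSO vs reference inhibitor | Evaluation: % inhibition | Schedule: 1 h pretreatment, 16 h stimulation, 37 °C | Probe or stimulus: PMA with ionomycin | Compound dosing: One dose, 3 µM | Detection: Luciferase luminescence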
5HT1a antag – human 5-HT1a receptor antagonists, primary screen, cell-based, CHO, Ga15 NFAT-bla reporter. CHO 5-HT1a Ga15 NFAT-bla reporter, antagonist mode. actives 0.68% (n = 62,000). 5-hydroxytryptamine receptor 1A (Homo sapiens), P08908. inhibition, % at 10 µM;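 active = inhibition above the mean of all tested compounds plus 3 SD, cut at about 43% in these data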;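 also: receptor stimulated by 5-CT agonist at 100 nM near EC80; beta-lactamase reporter measured by ratiometric fluorescence of a cleavable substrate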
D1 allo mod – D1 CRE-luciferase signal change, two-sided – cell-based, HEK293 D1, dopamine EC30, D1 allosteric modulator project, primary screen | dopamine EC30 potentiation; actives deviate in either direction | D(1A) dopamine receptor (Homo sapiens), P21728 | actives 5.9% (n = 58,000) | AID 641, 2007 | B-score at 10 µM;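 active = luminescence count or its row- and column-corrected plate score outside the 99.7% band of the plate's sample wells, on either side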
Target sequence (P21728 whole entry, looked up): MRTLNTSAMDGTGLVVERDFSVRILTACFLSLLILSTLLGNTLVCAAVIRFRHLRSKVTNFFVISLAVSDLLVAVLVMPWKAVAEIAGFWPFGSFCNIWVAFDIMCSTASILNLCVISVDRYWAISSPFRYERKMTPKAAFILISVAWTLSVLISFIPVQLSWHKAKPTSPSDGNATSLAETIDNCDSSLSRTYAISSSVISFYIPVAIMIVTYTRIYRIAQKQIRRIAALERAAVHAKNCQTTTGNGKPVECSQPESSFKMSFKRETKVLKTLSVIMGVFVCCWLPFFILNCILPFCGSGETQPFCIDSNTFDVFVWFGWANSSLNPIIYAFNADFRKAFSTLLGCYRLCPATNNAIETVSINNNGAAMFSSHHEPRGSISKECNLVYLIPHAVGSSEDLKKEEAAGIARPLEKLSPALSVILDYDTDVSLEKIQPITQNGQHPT
HTR1E agonist – 5-HT1E receptor agonists, primary screen, cell-based, HTS; activation, % at 6 µM; CHO 5-HT1E Ga15 NFAT-bla reporter, FRET; 0% DMSO wells, 100% control agonist wells; actives 0.69% (n = 65,000); AID 574, 2007;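 active = activation above a set limit, the screen-wide mean activation plus 3 SD, cut at about 8.5% in these data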;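 also: 100% = positive control agonist at 1 µM giving full maximal response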
Target sequence (P28566 whole entry, looked up): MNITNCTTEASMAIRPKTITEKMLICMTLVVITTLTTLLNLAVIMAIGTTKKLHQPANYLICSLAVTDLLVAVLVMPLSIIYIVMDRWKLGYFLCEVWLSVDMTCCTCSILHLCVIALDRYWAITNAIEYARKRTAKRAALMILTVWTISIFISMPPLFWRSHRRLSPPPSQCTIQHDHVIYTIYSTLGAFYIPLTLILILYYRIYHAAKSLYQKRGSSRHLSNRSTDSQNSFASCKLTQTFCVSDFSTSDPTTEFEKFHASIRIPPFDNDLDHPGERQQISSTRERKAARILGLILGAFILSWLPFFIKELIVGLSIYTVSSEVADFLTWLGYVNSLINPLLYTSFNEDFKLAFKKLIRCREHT
5HT1a ag – human 5-HT1a receptor agonists, primary screen, cell-based, CHO, Ga15 NFAT-bla reporter. AID 567, 2006. CHO 5-HT1a Ga15 NFAT-bla reporter, FRET ratio; 0% basal, 100% maximal reference agonist. 5-hydroxytryptamine receptor 1A (Homo sapiens), P08908. activation, % at 10 µM. actives 0.56% (n = 65,000);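 active = activation above the screen-wide mean activation plus 3 SD, cut at about 19% in these data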;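 also: 0% = DMSO wells and 100% = 5-CT at EC100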
S1P3 ag – human S1P3 receptor agonists, primary screen, cell-based, primary and confirmation, NFAT-BLA reporter; Sphingosine 1-phosphate receptor 3 (Homo sapiens), Q99500; S1P3 NFAT-BLA reporter cells, agonism, FRET ratio; relative to 1 µM S1P, basal subtracted; activation, % at 4.5 µM; actives 0.1% (n = 60,000);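 active = activation above the screen-wide mean plus 3 SD, cut at about 4.5% in these data, passing the limit was not always enough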; also: some compounds called inactive have numbers as strong as hits
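Benchmarks: high control 1 µM S1P / System: stable CHO line with human S1P3, Gα16, NFAT-BLA reporter / Dosing: single compound concentration, 4.5 µM final / Timing: 4 h compound at 37 °C, 2 h substrate at RT / Measured by: FRET β-lactamase substrate fluorescence, excitation 405 nm, 460/535 nm emission ratio, background-subtracted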
Jurkat viability – cytotoxicity toward Jurkat T cells, primary screen, cytotoxicity control, cell-based, Jurkat E6.1, 60K MLSMR library. Jurkat E6.1 viability, ATP luminescence, 48 h. inhibition, % at 4 µM. actives 1.2% (n = 56,000);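 active = inhibition above the mean inhibition of all tested compounds plus 3 SD, cut at about 28% in these data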
S1P1 ag-PAM – S1P1 agonists and agonism potentiators, primary screen, cell-based, primary and confirmation screens, CRE-bla reporter. AID 449, 2006. activation, % at 9.5 µM. actives 0.57% (n = 56,000). S1P1 CRE-bla cells, forskolin, beta-lactamase FRET, potentiator mode; S1P1 agonist co-added at EC20, 2 nM; 100% = saturating reference agonist, 0% = basal. Sphingosine 1-phosphate receptor 1 (Homo sapiens), P21453;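 active = activation above a cutoff set at the mean activation of all tested compounds plus 3 SD, cut at about 54% in these data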;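 also: forskolin at 4 µM as EC80 and the EC20 agonist is SEW2871; 100% = SEW2871 at its EC100 plus forskolin at EC80; some compounds past the cut are filed as inactive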
HTR1E antagonist – 5-HT1E receptor antagonists, primary screen, cell-based, HTS | 5-hydroxytryptamine receptor 1E (Homo sapiens), P28566 | CHO 5-HT1E Ga15 NFAT-bla reporter, FRET, antagonist | inhibition, % at 6 µM | actives 0.99% (n = 65,000);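 active = inhibition above a set limit, the mean inhibition across every tested compound plus 3 SD, cut at about 29% in these data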;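 also: signal is the 460 over 535 nm emission ratio of beta-lactamase substrate; 0% = agonist plus DMSO wells and 100% = wells without agonist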
Starred values were filed as active, the others as inactive; . = not tested or not shown. Compounds as they come. About 8.3% of those tested had a hit in this group.

SMILES	HEK293 NFkB inh	5HT1a antag	D1 allo mod	HTR1E agonist	5HT1a ag	S1P3 ag	Jurkat viability	S1P1 ag-PAM	HTR1E antagonist
CC(=O)Oc1cccc(N2C(=O)c3ccc(C(=O)O)cc3C2=O)c1	0	-2	0.16	-0.1	-2.5	0.5	1	-33	-6
Cc1cc(C)c2cc(C(c3nnnn3CC3CCCO3)N3CCN4CCCC4C3)c(=O)[nH]c2c1 (stereo not drawn)	22	0	.	-0.1	-0.5	-1.3	7	-8	7
CCCCN(C)c1nc(-c2ccco2)c2c(c1C#N)CC(C)(C)OC2	15	15	4.4	0.3	-1.1	1.8	3	-68	4
COc1cccc(-c2nc(CS(=O)CC(=O)NC3CCCC3)c(C)o2)c1 (stereo not drawn)	1	2	-0.4	-0.3	-2.3	0.4	-7	-1	2
Cc1cc(NC(c2cccnc2)c2ccc3cccnc3c2O)no1 (stereo not drawn)	2	17	-0.37	-0.8	-0.9	1.3	37*	2	27
O=C(Nc1cccnc1)c1cc(-c2ccc3c(c2)OCO3)on1	3	-4	-3.8	-0.3	-3.8	0.4	3	0	-5
Cc1ccc(N2CC(C(=O)Nc3nccs3)CC2=O)cc1 (stereo not drawn)	13	-11	-7.4*	-0.5	-1.8	-0.4	6	-3	-9
O=C(c1ccc(F)cc1)C(CN1CCOCC1)c1ccccc1 (stereo not drawn)	29	69*	-0.38	0.5	0.1	-1.9	80*	75	51*
Cc1ccc(CNC(=O)c2cc3c(=O)n(C)c4ccccc4c3n2C)o1	21	-21	-0.84	1.1	0.9	-1.2	-11	-20	8
CCOc1ccc(NC(=O)CSc2nc3cccnc3n2CC)cc1	9	10	-0.46	-1.0	-3.6	-0.5	2	-10	9

Brought forward from above: two compounds; new compounds follow.
SMILES	HEK293 NFkB inh	5HT1a antag	D1 allo mod	HTR1E agonist	5HT1a ag	S1P3 ag	Jurkat viability	S1P1 ag-PAM	HTR1E antagonist
Cc1ccc(CNC(=O)c2cc3c(=O)n(C)c4ccccc4c3n2C)o1	21	-21	-0.84	1.1	0.9	-1.2	-11	-20	8
CCOc1ccc(NC(=O)CSc2nc3cccnc3n2CC)cc1	9	10	-0.46	-1.0	-3.6	-0.5	2	-10	9
CC(=O)Nc1cccc2c1OCCO2	2	-9	-0.22	0.4	-1.0	0.5	-2	-8	-8
Nc1nnc(Cc2c[nH]c3ccccc23)s1	3	6	-0.16	-0.2	-0.4	-0.7	-1	8	1
CCN=C(Nc1cccc(F)c1)SC1CC(=O)N(c2ccc(OC)cc2)C1=O (stereo not drawn)	10	3	.	1.0	-1.2	-1.2	0	-37	-2
O=C(CNC(=O)C1CCCCC1)NC1=NCCS1	18	8	0.32	0.2	-2.8	-1.2	-5	8	5
CCCn1c(C)cc(C(=O)CSc2nnc3n(CCC)c(=O)c4ccccc4n23)c1C	-1	-9	-1.5	-0.2	-0.2	0.0	-3	-24	-5
CN(Cc1ccccc1)c1oc(-c2ccco2)nc1C#N	20	15	2.7	-1.9	1.0	-0.7	-4	-23	16
Cc1ccc(S(=O)(=O)Nc2cc(C)nn2-c2ccccc2)cc1	12	5	-0.62	-0.7	-1.9	-0.7	-9	-10	-12
Cc1ccc(C)c(N(CC(=O)NC2CCCC2)C(=O)CCCC(=O)Nc2ccccn2)c1	-1	14	0.34	-0.5	-2.4	0.1	-10	-1	-5
Cc1[nH]c2ccc(-c3nnc(SCC(=O)N4CCCc5ccccc54)o3)cc2c1C	1	3	0.035	-1.0	-1.4	-0.5	-2	-1	6
COc1ccc(NC(=O)C2CCCN2S(=O)(=O)c2cccc3cccnc23)c(OC)c1 (stereo not drawn)	4	-6	0.15	0.6	0.1	-0.2	-16	-28	4
O=C(Cn1nnc2ccccc21)C1CC1	2	-13	-0.081	-2.2	-2.5	-0.3	-1	-15	-17
CCOc1ccc(-n2c(SCC(=O)Nc3ccc(OC)cc3)nc3c(c2=O)SCC3)cc1	15	-3	-0.57	0.0	0.6	-0.3	3	0	-1
COc1ccc(NC(C)c2cc(Cl)ccc2O)cc1 (stereo not drawn)	-1	14	-0.54	0.5	-0.4	-1.1	-10	.	-1
O=C(CSc1nnc(Cn2c(=O)sc3ccccc32)n1-c1ccccc1)Nc1nccs1	20	-3	0.71	1.0	-0.5	0.3	4	17	-1
Cc1ccccc1-c1nnc(SCC(=O)NC2CCCCC2)o1	20	4	-0.11	0.2	0.2	-0.3	-4	3	6
COCCSc1nnc(NC(=O)Cc2cccs2)s1	14	5	-0.65	-0.6	-4.5	0.3	1	-18	-2
Cc1c(C(=O)Nc2cccc(C(F)(F)F)c2)oc2ccc(S(=O)(=O)N3CCOCC3)cc12	13	-2	-0.58	0.3	-3.0	-2.2	-3	-14	0
O=C(O)c1ccc(COc2c(F)c(F)cc(F)c2F)cc1	10	6	1.4	-0.2	-1.6	0.6	0	-7	-9
Cc1ccccc1Nc1nc(N)nc(CN2C(=O)NC3(CCCCC3C)C2=O)n1 (stereo not drawn)	14	-10	0.1	-0.9	0.1	-0.2	6	-8	-3
CCNC(=O)C1CN(S(=O)(=O)c2ccccc2)CCN1S(=O)(=O)c1ccccc1 (stereo not drawn)	11	7	-0.017	-0.1	0.9	0.0	-1	16	4
O=C(CN1CCC(c2nc3ccccc3[nH]2)CC1)Nc1ccc2c(c1)OCO2	15	3	-0.44	-0.9	-0.3	-0.6	-1	7	10
COc1ccccc1N1C(=O)CC(Sc2nccc(C)n2)C1=O (stereo not drawn)	-4	6	0.4	-0.1	-2.1	-1.1	4	.	7
C=CCn1c(N)c(C(=O)NCc2cccnc2)sc1=S	-1	11	1.1	-3.1	-0.3	0.1	1	.	6
O=C(c1ccc(=O)oc1)N1CCN(c2ccc(F)cc2)CC1	.	.	.	6.4	-0.2	1.0	.	-20	-5
CC(C)c1nc2sc3c(c2c(=O)o1)CCCC3	.	.	.	-0.1	-1.2	-0.9	.	-17	5
O=C(CN1CCN(Cc2ccccc2Cl)C1=O)N1CCCCCC1	17	-6	-0.025	0.6	0.4	.	.	.	-3
O=C(NCc1cccs1)C1CCCN1C(=O)NC1CCCCC1 (stereo not drawn)	12	-5	0.023	-0.6	0.5	-1.1	-1	-26	7
O=C(c1cccnc1NCc1ccc(F)cc1)N1CCOCC1	-5	0	1.2	-0.8	-0.2	-1.0	-3	-18	-1
C=CCNC(=O)c1nn2cccnc2c1Cl	11	-20	0.49	-0.1	-0.7	-0.3	-2	-21	-11
COc1cccc(NC(=O)Cn2cc3c(n2)CCCCC3)c1	3	-18	.	1.0	-2.1	0.0	1	6	-8
Cn1c(C(=O)N2CCN(C(=O)c3ccco3)CC2)cc2c(=O)n3ccccc3nc21	4	-14	-0.13	2.2	1.9	-0.7	-3	-45	15
C=CCn1c(=O)[nH]c2cc(C(=O)N3CCN(c4cc(C)ccc4C)CC3)ccc2c1=O	24	-2	-0.081	2.9	3.5	.	.	.	5
O=C(Cc1cccs1)Nc1ccc(C(=O)O)cc1	13	-5	0.58	0.0	-4.4	1.1	-3	-37	-11
CCOC(=O)C1CCN(c2cc(C)nc3cc(-c4cccc(F)c4)nn23)CC1	12	-11	-0.58	1.0	3.8	-0.1	-3	-15	-7
N#C/C(=C(/O)CN1CCOCC1)c1nc(-c2ccccc2)cs1	-1	-10	0.14	-0.2	0.3	0.1	-8	3	-4
COc1ccccc1N1CCN(C(=O)c2ccc(Br)s2)CC1	16	11	-0.51	0.1	-1.7	.	.	.	-9
CCCOC(=O)c1ccc(NC(=O)C2CCCO2)cc1 (stereo not drawn)	-11	2	-0.79	-0.3	-3.6	-0.8	7	.	6
COc1cc(Cl)cc(C2NC(=O)NC(C)=C2C(=O)NCc2ccccc2)c1O (stereo not drawn)	6	-10	0.92	0.6	-2.6	-0.4	2	-8	0
Cc1noc(C)c1CSc1ccccc1C(=O)Nc1nccs1	6	4	0.63	-0.3	-0.6	0.8	-4	7	-6
COc1cc(SC)ccc1C(=O)Nc1ccon1	0	16	0.25	-1.5	0.7	-1.0	3	.	3
CCOC(=O)N1CCN(C(=O)c2ccc3c(=O)n(Cc4ccc(OC)cc4)c(=S)[nH]c3c2)CC1	18	12	-0.038	0.7	2.6	-0.6	6	-12	-11
COc1cc(C2C(C(=O)c3ccco3)=C(O)C(=O)N2CCc2ccccc2)ccc1O (stereo not drawn)	21	-2	.	-0.7	-0.8	.	.	.	-12
CC(=O)[C@@]1(O)CC[C@H]2[C@@H]3CCC4=CC(=O)CC[C@]4(C)[C@H]3[C@@H](O)C[C@@]21C	.	.	-1.4	0.0	-2.4	-4.0	.	14	5
O=C(C1CCCN1S(=O)(=O)c1cccc2cccnc12)N1CCc2ccccc2C1 (stereo not drawn)	-1	2	.	-0.6	2.5	-0.9	-6	9	5
COc1cc(NC(=O)c2cc(-n3cnnc3)ccc2Cl)cc(OC)c1	11	6	-0.41	-1.3	-0.8	-1.6	4	-2	7
Cc1ccc(N(C(=O)C2CCCO2)C2C=CS(=O)(=O)C2)cc1Cl (stereo not drawn)	9	3	-0.11	-0.6	-3.0	0.6	-1	-6	-5
COc1ccc(-c2cc(C(F)(F)F)nc(NCc3ccco3)n2)cc1OC	14	30	.	0.7	-1.3	.	.	.	26
COCCCn1c(-c2ccc(OC)cc2)nc2nc3ccccc3nc21	6	-4	-0.48	0.6	0.0	-0.2	-1	11	-4
CC1Cc2nc(SCC(=O)Nc3ccc4c(c3)OCO4)n(-c3ccc(F)cc3)c(=O)c2S1 (stereo not drawn)	8	-1	-0.063	0.3	1.8	-0.6	-4	-2	2
COC(=O)c1cc(Br)c(=O)n(Cc2ccc3c(c2)OCO3)c1	.	.	1.5	-0.6	1.2	-1.1	.	-17	1
Cn1c(SCC(=O)Nc2ccc3c(c2)OCO3)nnc1-c1cnccn1	9	-6	-0.26	0.2	0.5	-0.9	-1	.	-4
Cc1nc2cc(-c3cccc(F)c3)nn2c(N2CCOCC2)c1C	22	16	1.9	0.0	-3.7	-0.2	3	2	0
COC(=O)c1ccccc1NC(=O)C1CCCN(S(=O)(=O)c2ccc(F)cc2)C1 (stereo not drawn)	4	1	-0.012	0.4	1.0	-1.4	12	3	-5

Screening data (PubChem BioAssay)
